Screening results deposited in PubChem by several laboratories.
EP2 modulator = EP2 receptor modulators, cAMP readout, primary screen, cell-based, HTRF cAMP, PGE2 stimulation | EP2-expressing cells, cAMP HTRF FRET, PGE2 co-stimulation | Prostaglandin E2 receptor EP2 subtype (Homo sapiens), P43116 | 0.83% of 260,000 active | induction, % at 25 µM;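 active = compounds whose cAMP rise, as percent of the full-agonist control response, exceeds 60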;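 also: rat C6 glioma line stably carrying human EP2 under a CMV promoter; the protocol text gives 20 µM as final concentration; 100% = response of wells given 1 µM PGE2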
TRPML3 ag = human TRPML3 channel agonists, primary screen, cell-based, HEK293 TRPML3-YFP, Fluo-8 calcium fluorescence, 3 µM; Mucolipin-3 (Homo sapiens), Q8TDD5; 100% = the carbachol control signal; activation, % at 3 µM; 0.29% of 220,000 active; AID 1448, 2008;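 active = activation above its plate's cutoff, the mean activation of the plate's test wells plus 3 SD, cut at about 12% in these data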;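 also: 0% = DMSO only wells and 100% = carbachol wells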
Target sequence (Q8TDD5 whole entry, looked up): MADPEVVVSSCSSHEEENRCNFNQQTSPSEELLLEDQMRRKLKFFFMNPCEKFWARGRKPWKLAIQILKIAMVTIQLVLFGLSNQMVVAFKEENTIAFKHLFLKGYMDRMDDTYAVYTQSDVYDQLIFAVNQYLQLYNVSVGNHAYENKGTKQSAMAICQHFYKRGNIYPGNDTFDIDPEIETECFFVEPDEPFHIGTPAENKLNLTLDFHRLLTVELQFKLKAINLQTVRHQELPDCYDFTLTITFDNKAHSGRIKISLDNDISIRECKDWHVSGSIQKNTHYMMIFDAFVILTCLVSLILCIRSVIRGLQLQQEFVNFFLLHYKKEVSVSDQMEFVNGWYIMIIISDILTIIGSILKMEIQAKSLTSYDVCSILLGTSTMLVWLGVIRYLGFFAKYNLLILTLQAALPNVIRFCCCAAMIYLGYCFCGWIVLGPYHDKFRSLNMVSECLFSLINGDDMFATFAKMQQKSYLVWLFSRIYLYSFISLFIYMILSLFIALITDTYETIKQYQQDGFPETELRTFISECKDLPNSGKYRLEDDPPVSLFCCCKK
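Test system – HEK293 line with stable expression of human TRPML3-YFP channel · Control set – carbachol 87 µM final as high control (100%), DMSO as low control (0%) · Signal – Fluo-8 calcium dye fluorescence, ex 470-495, em 515-575 nm · Incubation – 1-h 37 °C dye load, 5-s basal, 120-s post-compound reads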
CHOP inhibitor = inhibitors of CHOP promoter induction, primary screen, cell-based, unfolded protein response, luciferase reporter | CHO-K1 CHOP-promoter luciferase, tunicamycin-induced, 15-18 h | inhibition, % at 10 µM | 3.8% of 220,000 active;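 active = compounds that reduced the stress-induced luciferase reporter signal by more than about 70% of percent inhibition, limit read from the data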;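 also: 0% = tunicamycin plus vehicle and 100% = wells without tunicamycin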
14-3-3 Bad inh = inhibitors of 14-3-3 zeta/Bad binding, primary screen, biochemical, TR-FRET, bovine 14-3-3 zeta | 0.71% of 220,000 active | AID 781, 2007 | 14-3-3 protein zeta/delta (Bos taurus), P63103 | TR-FRET 14-3-3zeta/Dy647-pBad peptide displacement, 1 h | inhibition, % at 21.7 µM;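 active = inhibition above about 70%, limit read from the data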;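 also: 0% = full 14-3-3 plus peptide FRET controls and 100% = background without 14-3-3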
Target sequence (P63103 whole entry, looked up): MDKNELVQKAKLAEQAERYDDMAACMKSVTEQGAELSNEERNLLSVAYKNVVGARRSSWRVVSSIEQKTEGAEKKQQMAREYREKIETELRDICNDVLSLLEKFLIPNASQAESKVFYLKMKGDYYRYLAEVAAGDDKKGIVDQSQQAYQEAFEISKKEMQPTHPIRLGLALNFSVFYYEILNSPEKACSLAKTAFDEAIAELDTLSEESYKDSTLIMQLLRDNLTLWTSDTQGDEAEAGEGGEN
NPY-Y1 PAM-ag = NPY-Y1 receptor potentiators or agonists, primary screen, cell-based; NPY-Y1 expressing cells, potentiator/agonist activation; AID 1304, 2008; activation, % at 3.6 µM; 0.37% of 220,000 active; in the data active = activation above about 33%, passing the limit was not always enough;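 also: cells stimulated with NPY at EC10 then isoproterenol at EC100; 0% = low agonist plus stimulus and 100% = saturating agonist plus stimulus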
NPY-Y1 antag = NPY-Y1 receptor antagonists, primary screen, cell-based; Neuropeptide Y receptor type 1 (Homo sapiens), P25929; HEK293-CNG Y1 cells, membrane potential fluorescence; NPY at EC95, then isoproterenol; inhibition, % at 3.6 µM; 1% of 200,000 active; AID 1040, 2008;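 active = inhibition above the campaign mean inhibition of all tested compounds plus 3 SD, cut at about 20% in these data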;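 also: 0% = DMSO wells given NPY plus isoproterenol and 100% = isoproterenol alone without NPY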
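Test system: HEK293 cells co-expressing NPY Y1 receptor and cyclic-nucleotide gated channel; Also added: NPY (25 nM), isoproterenol (1 µM), Ro 20-1724 (25 µM); Compound dosing: one concentration, 3.6 µM, in 0.4% DMSO; Timing: dye 3 h, compound 60 min room temperature, stimulation 45 min; Technique: Membrane-potential fluorescent dye readout.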
zfTRPN1 agonist = zebrafish TRPN1 channel agonists, primary screen, cell-based, HEK293, calcium fluorescence; HEK293 zebrafish TRPN1-YFP, Fluo-8 calcium fluorescence; 100% = response to 87 µM carbachol; transient receptor potential cation channel N1 (TRPN1/NompC), Danio rerio; 0.18% of 220,000 active; AID 1424, 2008; activation, % at 3 µM;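 active = activation above its plate's cutoff, the mean activation of test wells on that plate plus 3 SD, cut at about 19% in these data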;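 also: 0% = DMSO alone and 100% = 87 µM carbachol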
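Material – zebrafish TRPN1-YFP in HEK293 cells · Doses – 3 µM single point · Schedule – dye 1 h 37 °C plus 30 min RT · Signal – Fluo-8 calcium fluorescence, excitation 470-495 nm, emission 515-575 nm · Read-out – % activation versus carbachol response · Control set – carbachol high, DMSO low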
EP2 antag = human EP2 receptor antagonists, primary screen, TR-FRET cAMP, C6 glioma cells; C6 glioma cells expressing human EP2; cells stimulated with saturating PGE2; 0.52% of 260,000 active; inhibition, % at 25 µM;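 active = percent inhibition above 40 after rounding to a whole number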;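 also: rat C6 glioma host cells with rolipram phosphodiesterase inhibitor present; the protocol text gives 20 µM as final concentration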
PPC-1+TRAIL kill = compounds killing PPC-1 cancer cells with TRAIL present, primary screen, TRAIL potentiator project, ATPLite luminescence, uHTS; 0.41% of 220,000 active; PPC-1 cells + TRAIL, ATPLite viability luminescence; AID 1443, 2008; cell killing (% activity), % at 4 µM;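 active = cell killing above 50% in the first pass at 4 µM, then a duplicate retest at 5 µM averaging 50% or more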;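 also: plate controls were cells with TRAIL plus DMSO for no effect and medium-only wells lacking cells for full effect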
* = called active by the depositor; / = no result given; & = joins results of further samples; [ ] = another dose, or the depositor's remark. Only part of the results is shown (hit frequency here may not be typical).

SMILES	EP2 modulator	TRPML3 ag	CHOP inhibitor	14-3-3 Bad inh	NPY-Y1 PAM-ag	NPY-Y1 antag	zfTRPN1 agonist	EP2 antag	PPC-1+TRAIL kill
CCOC(=O)CSCC(=O)Nc1c(C(=O)C2CC2)oc2ccccc12	39.1	-1.5	12.3	8.3	-14.5	2.9	-0.1	7.7	6.6
CN(CC(=O)N1CCN(c2ncccn2)CC1)S(=O)(=O)c1ccc(Cl)cc1	7.1	1.1	-15.0	-17.7	9.4	8.7	-0.3	3.5	8.2
C#CCOCCOCCOCCNc1nc(N2CCN(C(=O)[C@H](CCC(=O)O)n3cc(C(N)Cc4ccc(O)cc4)nn3)CC2)nc(N2CCN(C(=O)[C@H](CCC(=O)O)n3cc(C(N)[C@H](C)CC)nn3)CC2)n1 (some centres not stated)	32.7	-0.3	37.7	32.7	-2.3	-1.7	-0.1	/	19.9
CC1(C)CC(N2CCCC2)=CC(=[N+]2CCCCC2)C1	-15.9	0.5	17.4	7.0	-3.9	2.4	-0.2	8.3	13.5
S=C(NCc1cccs1)Nc1cccc2ccccc12	-23.2	-1.0	-0.4	-22.5	-4.4	1.0	-3.6	1.7	1.5
Cc1c(C(=O)NCCSc2ccc(Cl)cc2)cccc1[N+](=O)[O-]	-64.6	0.1	32.5	4.0	-12.6	0.1	-0.3	5.2	20.9
Cn1cnnc1SCC(=O)N1N=C(c2ccc(Cl)cc2)CC1c1ccco1 (configuration not stated)	0.0	0.3	16.9	-0.9	-11.4	-0.6	0.9	11.6	10.2
O=C(O)Cn1cc(C(=S)N2CCOCC2)c2ccccc21	10.7	0.1	-16.8	11.6[fluorescence artefact?]	-11.2	-5.1	-0.3	9.3	0.3
COc1ccc(C2CC(=O)c3cnc(N4CCc5ccccc54)nc3C2)c(OC)c1 (configuration not stated)	21.3	0.1	19.3	2.4	-7.9	3.7	0.1	9.9	5.6
Cc1cc(=O)oc2cc(OCC(=O)NCc3ccccn3)ccc12	7.0	0.7	1.0	6.5	18.9	3.6	1.0	4.6	30.9
CNC(=S)Nc1ccc([N+](=O)[O-])c(C)c1	-54.7	2.7	-10.3	-2.3	-1.6	5.2	6.6	7.8	0.9
Cc1c(C(=O)OC2CCC(C)CC2)[nH]c2c1C(=O)CCC2 (configuration not stated)	4.1	0.2	-4.5	7.8	8.4	-4.8	-0.4	7.8	8.8
CC(=O)Nc1c(C(=O)NCc2ccccc2)nnn1Cc1ccccc1	25.0	0.5	-28.6	45.5	-9.0	3.7	1.7	9.7	-11.1
CCCNC(=O)OC[C@H]1O[C@H](CCO/N=C/[C@@H](NS(=O)(=O)c2ccc(C)cc2)[C@H](C)/C=C/CC(=O)OC)C=C[C@@H]1Oc1ccc(OC)cc1	8.0	0.0	30.2	-7.6	-4.6	-7.8	0.7	/	4.0
COc1ccc(-c2nn(-c3ccccc3)cc2/C=N/NC(=O)c2cccc(S(=O)(=O)Nc3ccccc3Cl)c2)cc1	-32.3	-0.1	2.2	-12.8	4.1	-4.2	-0.6	6.7	11.4
O=C(CN1CCOCC1)Nc1scc(-c2ccccc2)c1C(=O)N1CCOCC1	14.5	0.5	12.4	-11.6	-12.1	1.8	0.7	10.7	-5.8
COc1ccc(-c2cn3c(C)c(C(=O)N4CCN(c5ccc(F)cc5)CC4)sc3n2)cc1	7.3	-0.5	9.8	0.8	0.8	-3.5	-0.8	/	9.4
CC(=O)N(Cc1ccc(F)cc1)C1=C(NCCc2ccccc2)C(=O)c2ccccc2C1=O	6.0	-1.6	/	-0.8	3.6	-6.0	-1.9	17.5	47.5
O=C(CN1CCN(S(=O)(=O)c2ccccc2)CC1)Nc1ccc2c(c1)CCC2	-8.6	0.7	-14.1	6.8	-4.0	-0.2	0.1	7.9	20.2
CCCNC(=O)NC(=O)COC(=O)CC(NC(N)=O)c1ccc(Cl)cc1 (configuration not stated)	26.4	0.8	28.2	-15.4[fluorescence artefact?]	9.4	2.1	-0.8	4.3	14.1
CC1(C)OC(=O)C(=CNc2ccccc2F)C(=O)O1	10.8	1.2	14.8	-3.3	2.9	3.3	-0.9	3.2	1.6
O=C(Nc1ccc(Cl)cc1)N1CCN(Cc2ccc3c(c2)OCO3)CC1	-23.4	0.5	27.8	-3.5	-6.8	/	2.4	4.7	5.2
Cc1ccc(-c2ccnc3nc(Sc4ncc(C(F)(F)F)cc4Cl)nn23)cc1	32.6	-0.6	81.4*	7.0	-7.6	1.6	-1.5	6.2	42.5
Nc1nnc(CC(=O)N/N=C/c2ccc(-c3ccccc3)o2)s1	-4.3	0.7	2.9	1.5	-9.8	-4.5	-1.1	5.9	-4.2
O=C(O)CCSc1nnc(-c2ccccc2)n1-c1ccccc1	24.6	0.9	-3.9	3.5	4.0	-2.1	2.6	3.2	10.3
S=C(Nc1ccccc1)Nc1ccc(Cl)cc1Cl	-19.1	0.3	26.2	0.5	13.6	-4.0	0.4	17.6	7.3
CCc1ccc(Nc2nnc(SCC(=O)c3ccc4c(c3)NC(=O)CO4)s2)cc1	-46.6	0.3	-9.6	43.8	8.4	-1.9	-0.6	10.2	19.3
Cc1oc2nc(SCC(=O)NCc3cccnc3)nc(N)c2c1C	30.6	-0.4	47.7	-16.0	-6.2	0.0	-0.8	10.1	-25.6
CCOC(=O)c1c(NC(=O)CN2CCN(C(=O)c3ccco3)CC2)sc2c1CCCC2	60.0	1.2	86.2*	-2.5	-40.1	10.3	-0.3	/	15.3
CC(C)c1cc(C(=O)N2CCCC(CCC(=O)N3CCN(c4ccccn4)CC3)C2)no1 (configuration not stated)	-31.6	2.5	10.4	-10.6	-2.2	/	8.3	8.8	-3.2
O=[N+]([O-])c1c(NCCCO)cc(Sc2nc3ccccc3s2)c2nonc12	-34.0	1.0	109.4*	26.1[fluorescence artefact?]	-8.5	13.8	0.4	/	39.7
COC(=O)/C=C(\C)NC(=O)c1cccs1	22.4	0.3	0.5	9.2	7.7	1.0	-0.6	6.0	40.5
COc1ccc(S(=O)(=O)Cc2ccc(C(=O)N3CCN(Cc4ccccc4)CC3)o2)cc1	19.1	-0.2	24.3	-1.4[fluorescence artefact?]	4.5	13.9	0.7	8.6	-0.3
O=C(NCc1nnc2n1CCCCC2)c1ccc(Cl)cc1Cl	17.3	0.1	32.7	9.6	6.3	-3.1	0.6	6.3	-1.9
O=C(CCC(=O)N1CCN(S(=O)(=O)c2ccccc2)CC1)NC1CCCc2ccccc21 (configuration not stated)	10.4	-0.2	21.0	-9.4	0.5	1.5	1.2	5.1	2.9
Cc1c2cn[nH]c(=O)c2c(C)n1Cc1ccc(F)cc1	3.6	0.4	-33.7	-1.0[fluorescence artefact?]	1.4	0.8	0.6	10.2	1.9
Cn1c(=O)n(C)c2cc(S(=O)(=O)NCCOCCO)ccc21	-6.3&17.7	0.8	34.5	0.5	-11.2	1.1	0.0	8.6&5.8	5.1
O=C(CCn1c(SCC(=O)NCc2ccco2)nc2ccccc2c1=O)NCCc1ccccc1	-6.8	-0.7	11.3	0.0	-7.4	-2.4	0.2	4.7	1.0
O=C1/C(=C/c2ccccn2)SC(=S)N1NS(=O)(=O)c1ccccc1	34.5	0.3	-2.4	-22.6	-30.9	23.7*	0.1	10.8	/
Cc1cc(C)n(-c2ccc(C(=O)OCC(=O)Nc3ccccc3[N+](=O)[O-])cc2)n1	6.6	0.3	22.2	-1.3[fluorescence artefact?]	-12.9	9.3	0.3	5.4	17.7
O=C(Nc1nnc(-c2ccccn2)o1)c1cccc(Cl)c1	-16.8	0.3	2.4	-11.5	-17.3	7.2	-0.6	12.9	9.1
COc1cc(/C=C2/C(=O)NN(c3cccc(C)c3)C2=O)ccc1OC(=O)c1ccco1	-21.6	0.2	16.5	8.3	-10.2	9.1	0.1	41.0*	7.8
Cc1ccc(Cl)cc1NC(=O)COC(=O)c1ccc(N2CCCC2)c([N+](=O)[O-])c1	-4.0	0.6	23.3	1.4[fluorescence artefact?]	-5.1	-0.1	0.2	10.6	25.3
CCCCC[n+]1ccn(C2=C([O-])c3ccccc3C(=O)/C2=N\S(=O)(=O)c2ccc(Cl)cc2)c1	-13.0	0.2	57.4	-0.8	12.8	/	-0.9	7.3	24.6
CNC(=O)c1c(Cl)cnn1-c1ccc(F)cc1	15.3	-0.3	-14.2	-11.6	11.6	2.9	-0.7	8.1	24.5
